M4 PAM – CHRM4 positive allosteric modulation; CHO-K1 hM4/Gqi5, Fluo-8 calcium fluorescence, ACh EC20; 0% = ACh EC20, 100% = maximal ACh; activation, % at 3 µM; 0.4% of 360,000 active;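 active = activation above its plate's cutoff, the mean activation of sample wells plus 3 SD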; also: some results filed as inactive read as strong as hits
IDE inh – inhibitors of human insulin-degrading enzyme in cells. 0.41% of 320,000 active. HEK cells, FAbetaB cleavage, fluorescence polarization. AID 434962. P14735. inhibition, % at 5.59 µM;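 active = percent inhibition above the average of all tested compounds plus 3 SD, set per screening campaign, cut at about 16% in these data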;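 also: IDE supplied by intact live HEK cells; FP after avidin binding of uncleaved biotin substrate so inhibition keeps polarization high; 0% = DMSO wells and 100% = 60 µM reference IDE inhibitor Ii1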
Target sequence (P14735 whole entry, looked up): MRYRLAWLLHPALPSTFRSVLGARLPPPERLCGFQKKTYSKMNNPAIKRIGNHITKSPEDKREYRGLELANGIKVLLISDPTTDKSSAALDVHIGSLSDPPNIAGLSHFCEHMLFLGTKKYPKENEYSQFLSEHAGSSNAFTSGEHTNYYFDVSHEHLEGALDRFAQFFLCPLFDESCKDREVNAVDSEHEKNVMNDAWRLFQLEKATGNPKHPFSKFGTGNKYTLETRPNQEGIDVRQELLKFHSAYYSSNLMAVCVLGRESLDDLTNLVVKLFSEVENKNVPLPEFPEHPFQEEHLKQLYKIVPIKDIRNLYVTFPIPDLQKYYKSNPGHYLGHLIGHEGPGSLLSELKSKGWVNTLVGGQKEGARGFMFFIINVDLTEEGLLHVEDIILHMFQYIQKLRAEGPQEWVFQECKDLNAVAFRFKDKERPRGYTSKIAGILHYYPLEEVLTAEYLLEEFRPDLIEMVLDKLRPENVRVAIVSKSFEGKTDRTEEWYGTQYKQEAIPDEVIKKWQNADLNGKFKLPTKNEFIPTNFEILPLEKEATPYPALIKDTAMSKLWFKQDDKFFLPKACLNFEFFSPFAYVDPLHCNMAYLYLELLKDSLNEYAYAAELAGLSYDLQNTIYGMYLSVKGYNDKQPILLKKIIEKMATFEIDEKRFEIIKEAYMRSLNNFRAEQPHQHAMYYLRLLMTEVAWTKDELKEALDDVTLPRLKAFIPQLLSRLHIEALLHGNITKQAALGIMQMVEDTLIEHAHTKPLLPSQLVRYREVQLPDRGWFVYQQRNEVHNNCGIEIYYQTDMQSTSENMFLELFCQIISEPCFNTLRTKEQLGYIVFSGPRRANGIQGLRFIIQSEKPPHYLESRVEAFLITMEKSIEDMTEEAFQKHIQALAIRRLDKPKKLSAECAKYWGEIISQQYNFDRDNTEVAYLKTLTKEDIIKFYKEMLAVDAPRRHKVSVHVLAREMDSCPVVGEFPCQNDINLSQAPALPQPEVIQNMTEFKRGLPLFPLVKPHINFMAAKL
M5 antag – CHRM5 antagonism in calcium assay. 0.59% of 360,000 active. inhibition, % at 3 µM. CHO-hM5 cells, Fluo-8 calcium fluorescence, ACh EC80;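 active = inhibition above a per-plate cutoff, the mean of that plate's test compounds plus 3 SD, cut at about 27% in these data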;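 also: 0% = acetylcholine EC80 with DMSO and 100% = DMSO without agonist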
CHRM4 antagonist – blocks acetylcholine activation of human M4 receptor; P08173; CHO-hM4 cells, ACh EC80, Fluo-8 calcium fluorescence; inhibition, % at 3 µM; 0.73% of 360,000 active; AID 624125;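 active = inhibition above its plate's cutoff, the mean inhibition of sample wells plus 3 SD, cut at about 27% in these data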;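 also: 0% = acetylcholine EC80 with DMSO and 100% = DMSO without agonist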
CHRM4 agonist – CHRM4 agonism in calcium assay; AID 624127; P08173; 0.14% of 360,000 active; activation, % at 3 µM; CHO-K1 hM4/Gqi5, Fluo-8 calcium fluorescence; vehicle 0%, full acetylcholine response 100%;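 active = activation above the run mean over all test wells plus 3 SD, cut at about 32% in these data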;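 also: peak over basal fluorescence ratio per well then scaled between controls; 0% = DMSO wells and 100% = acetylcholine at EC100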
CRFBP-R2 agonist – CRF-BP/CRF-R2 complex agonism | HEK293 CRF-R2/CRF-BP, calcium dye fluorescence (FLIPR); percent of saturating CRF peptide response | activation, % at 13.2 µM | 0.46% of 350,000 active | AID 588473;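 active = activation of at least 50%, plus an integration ratio under a set limit after plate pattern correction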;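 also: plate controls were neutral control wells without compound for no effect and CRF at EC100 for full effect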
CRFR2-BP antag – antagonists of CRF-binding protein/CRF-R2 receptor complex; 0.59% of 350,000 active; inhibition, % at 11.8 µM; HEK293 CRF-R2/CRF-BP, CRF-induced calcium fluorescence; AID 588475;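 active = inhibition of the ligand-induced calcium signal above about 50% at the single tested concentration, limit read from the data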
CHRM5 agonist – agonists of human muscarinic M5 receptor (CHRM5); P08912; CHO-K1 hM5 cells, Fluo-8 calcium fluorescence; 0% DMSO wells, 100% maximal acetylcholine response; activation, % at 3 µM; 0.19% of 360,000 active; AID 624037;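 active = activation above the run's mean over test compounds plus 3 SD, cut at about 23% in these data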;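 also: signal is peak over basal fluorescence ratio across the kinetic read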
CHRM5 PAM – CHRM5 positive allosteric modulation; CHO-K1 hM5, Fluo-8 calcium, ACh EC20 PAM; 0% = ACh EC20, 100% = ACh EC100; activation, % at 3 µM; 0.3% of 360,000 active;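 active = activation above the run cutoff, the mean activation of all test compounds plus 3 SD, cut at about 18% in these data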
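System – CHO-K1 hM5 cells · Compound – 3 µM, single dose · Incubation – compound preincubation 140 s before EC20 acetylcholine addition · Technique – Fluo-8 calcium fluorescence · Measure – Max/basal fluorescence ratio as % of EC20–EC100 ACh window · Benchmarks – low control EC20 acetylcholine (0%), high control EC100 acetylcholine (100%) · Replication – singlicate, one well per test compound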
* marks the source's active call; other numbers are inactive results.

Results for O=C(C1=C(O)C(=O)N(CCN2CCOCC2)C1c1cccnc1)c1cc2ccccc2o1 (configuration not stated) ?
M4 PAM: -3; IDE inh: 0; M5 antag: 0; CHRM4 antagonist: 6; CHRM4 agonist: 1; CRFBP-R2 agonist: -1.1; CRFR2-BP antag: -7; CHRM5 agonist: 0; CHRM5 PAM: 2

Results for O=S(=O)(c1ccccc1F)N1CCCc2ccccc21 ?
M4 PAM: 0; IDE inh: 8; M5 antag: 12; CHRM4 antagonist: 6; CHRM4 agonist: -1; CRFBP-R2 agonist: -2.2; CRFR2-BP antag: 20; CHRM5 agonist: -5; CHRM5 PAM: -2

What do the screens show for `COc1ccc(CN2CCC(C)(Oc3ccc(C(C)=O)cc3)C2)c2ccccc12` (configuration not stated)?
M4 PAM: -8; M5 antag: 6; CHRM4 antagonist: -1; CHRM4 agonist: -1; CHRM5 agonist: -1; CHRM5 PAM: -7

How did COc1ccc(C2Nc3ccccc3C(=O)N2Cc2ccccc2)cc1Cn1nnc2ccccc21 (configuration not stated) do in these assays?
M4 PAM: -7; IDE inh: -2; M5 antag: 4; CHRM4 antagonist: 13; CHRM4 agonist: 3; CRFBP-R2 agonist: -0.9; CRFR2-BP antag: 9; CHRM5 agonist: -2; CHRM5 PAM: -10

How did O=C1c2ccccc2C(=O)N1CCCCSc1nnc(-c2ccc(OC(F)F)cc2)o1 do in these assays?
M4 PAM: 3; IDE inh: 0; M5 antag: 5; CHRM4 antagonist: 1; CHRM4 agonist: 0; CRFBP-R2 agonist: 2.4; CRFR2-BP antag: 6; CHRM5 agonist: 1; CHRM5 PAM: -2

Results for O=C(c1ccc(COc2ccc(Cl)cc2)cc1)N1CCCCC1 ?
M4 PAM: -7; IDE inh: -2; M5 antag: -11; CHRM4 antagonist: -13; CHRM4 agonist: 4; CRFBP-R2 agonist: 1.8; CRFR2-BP antag: -9; CHRM5 agonist: -2; CHRM5 PAM: 10

Results for O=C(Cn1cc(C(F)(F)F)ccc1=O)N/N=C/c1ccc(Cl)cc1Cl ?
M4 PAM: 7; IDE inh: 0; M5 antag: 0; CHRM4 antagonist: 1; CHRM4 agonist: 0; CRFBP-R2 agonist: -2.6; CRFR2-BP antag: 36; CHRM5 agonist: 0; CHRM5 PAM: -1

Results for COc1ccc(S(=O)(=O)N2CCN(C(=O)N(C)C)C2C)cc1 (configuration not stated) ?
M4 PAM: -1; IDE inh: 1; M5 antag: 19; CHRM4 antagonist: 15; CHRM4 agonist: 0; CRFBP-R2 agonist: 0.9; CRFR2-BP antag: -5; CHRM5 agonist: 1; CHRM5 PAM: 0

What do the screens show for `CC(=O)Nc1ccc(-c2nnc(SCC(=O)NCc3ccco3)n2C)cc1`?
M4 PAM: 2; IDE inh: -1; M5 antag: 0; CHRM4 antagonist: 2; CHRM4 agonist: 0; CRFBP-R2 agonist: -0.9; CRFR2-BP antag: 17; CHRM5 agonist: -6; CHRM5 PAM: 6

Results for CCCCN1C(=O)c2ccc(C(=O)NCc3ccco3)cc2C1=O ?
M4 PAM: 5; IDE inh: -1; M5 antag: -11; CHRM4 antagonist: -4; CHRM4 agonist: 3; CRFBP-R2 agonist: -0.6; CRFR2-BP antag: 1; CHRM5 agonist: -3; CHRM5 PAM: -1

Results for COc1ccc(OCC(=O)N2CCN(c3cccc(C(F)(F)F)c3)CC2)cc1 ?
M4 PAM: 0; IDE inh: 0; M5 antag: -4; CHRM4 antagonist: -4; CHRM4 agonist: 3; CRFBP-R2 agonist: -0.9; CRFR2-BP antag: -13; CHRM5 agonist: 2; CHRM5 PAM: -1

How did Cc1c(C(=O)Nc2cccc([N+](=O)[O-])c2)csc1-c1ccccc1 do in these assays?
M4 PAM: -4; IDE inh: 7; M5 antag: 6; CHRM4 antagonist: 14; CHRM4 agonist: 1; CRFBP-R2 agonist: 2.2; CRFR2-BP antag: 9; CHRM5 agonist: -3; CHRM5 PAM: -5

How did C/C(=N\N=C1\NC(=O)C(CC(=O)Nc2ccc(C)c(Cl)c2)S1)C(C)C (configuration not stated) do in these assays?
M4 PAM: 0; IDE inh: 3; M5 antag: 2; CHRM4 antagonist: 0; CHRM4 agonist: 1; CRFBP-R2 agonist: -2.1; CRFR2-BP antag: -34; CHRM5 agonist: -1; CHRM5 PAM: -1

How did CCSc1nnc(NC(=O)c2csc3c2CCCC3)s1 do in these assays?
M4 PAM: -2; IDE inh: -3; M5 antag: 2; CHRM4 antagonist: -4; CHRM4 agonist: 1; CRFBP-R2 agonist: -0.6; CRFR2-BP antag: -27; CHRM5 agonist: 0; CHRM5 PAM: -7

What do the screens show for `COc1cc(OC)c(OC)cc1CN1CCN(Cc2cccn2C)CC1`?
M4 PAM: 0; IDE inh: -2; M5 antag: 1; CHRM4 antagonist: 1; CHRM4 agonist: 1; CRFBP-R2 agonist: -0.9; CRFR2-BP antag: 12; CHRM5 agonist: 1; CHRM5 PAM: 3

How did CCCCN(c1nc2ccccc2nc1Cl)S(=O)(=O)c1ccc(C)cc1 do in these assays?
M4 PAM: -12; IDE inh: -9; M5 antag: 14; CHRM4 antagonist: 12; CHRM4 agonist: 0; CRFBP-R2 agonist: 1.4; CRFR2-BP antag: -2; CHRM5 agonist: -2; CHRM5 PAM: -5

How did CC(=O)OCCN1C(=O)c2ccc(-c3nc4ccccc4c(=O)o3)cc2C1=O do in these assays?
M4 PAM: 0; IDE inh: 3; M5 antag: 2; CHRM4 antagonist: 0; CHRM4 agonist: -2; CRFBP-R2 agonist: -1.5; CRFR2-BP antag: 9; CHRM5 agonist: 3; CHRM5 PAM: 2

What do the screens show for `O=C(COc1ccc2c(c1)CCC2)N1CCN(c2ccccc2F)CC1`?
M4 PAM: -1; IDE inh: 5; M5 antag: 4; CHRM4 antagonist: 3; CHRM4 agonist: 0; CRFBP-R2 agonist: -1.1; CRFR2-BP antag: 15; CHRM5 agonist: -1; CHRM5 PAM: -1

What do the screens show for `C=CCc1cccc(OC)c1OCCOCCn1ccnc1`?
M4 PAM: 6; IDE inh: 4; M5 antag: -12; CHRM4 antagonist: -5; CHRM4 agonist: 0; CRFBP-R2 agonist: 2.1; CRFR2-BP antag: 1; CHRM5 agonist: -1; CHRM5 PAM: 8

What do the screens show for `COc1ccccc1-c1cc(C(=O)Nc2cc(C)n(Cc3ccc(Cl)cc3)n2)no1`?
M4 PAM: -3; IDE inh: -3; M5 antag: 0; CHRM4 antagonist: 0; CHRM4 agonist: 0; CRFBP-R2 agonist: 2.0; CRFR2-BP antag: -5; CHRM5 agonist: -4; CHRM5 PAM: -1

How did Cn1c2c(c(=O)n(C)c1=O)CN(Cc1ccccc1)CN2 do in these assays?
M4 PAM: -2; M5 antag: -6; CHRM4 antagonist: -1; CHRM4 agonist: 1; CHRM5 agonist: 4; CHRM5 PAM: 3

How did C(#CSCc1ccccc1)SCc1ccccc1 do in these assays?
M4 PAM: 3; M5 antag: -3; CHRM4 antagonist: -9; CHRM4 agonist: -2; CRFBP-R2 agonist: -1.7; CRFR2-BP antag: 50; CHRM5 agonist: 0; CHRM5 PAM: 0

How did COc1ccc(C(=O)c2c(C)oc3ccc(O)cc23)c(OC)c1 do in these assays?
M4 PAM: -11; IDE inh: 0; M5 antag: 1; CHRM4 antagonist: 5; CHRM4 agonist: 8; CRFBP-R2 agonist: 0.7; CRFR2-BP antag: -2; CHRM5 agonist: -1; CHRM5 PAM: -15

How did Cc1ccc(C2CC(c3ccccc3)=NN2C(=S)Nc2ccccc2)o1 (configuration not stated) do in these assays?
M4 PAM: -11; IDE inh: 6; M5 antag: -2; CHRM4 antagonist: 39*; CHRM4 agonist: 7; CRFBP-R2 agonist: 3.3; CRFR2-BP antag: -1; CHRM5 agonist: 4; CHRM5 PAM: 2

How did O=C(Nc1cc2c(cc1Cl)OCCCO2)c1ccc(F)cc1 do in these assays?
M4 PAM: -7; IDE inh: 3; M5 antag: 7; CHRM4 antagonist: 4; CHRM4 agonist: 0; CRFBP-R2 agonist: 0.9; CRFR2-BP antag: 5; CHRM5 agonist: -3; CHRM5 PAM: -1

What do the screens show for `O=S(=O)(c1ccccc1)N(c1ccccc1)S(=O)(=O)c1ccccc1`?
M4 PAM: -1; M5 antag: 6; CHRM4 antagonist: -13; CHRM4 agonist: 3; CRFBP-R2 agonist: 6.2; CRFR2-BP antag: 50; CHRM5 agonist: -8; CHRM5 PAM: -13

What do the screens show for `C=CCNC(=O)c1onc(CSc2ccc(F)cc2)c1C(=O)NCCOC`?
M4 PAM: 0; IDE inh: -3; M5 antag: 14; CHRM4 antagonist: 5; CHRM4 agonist: 1; CRFBP-R2 agonist: -0.8; CRFR2-BP antag: 1; CHRM5 agonist: -2; CHRM5 PAM: -4

How did CCc1ccc(Nc2ncc3c(n2)CC(c2ccc(OC)cc2)CC3=O)cc1 (configuration not stated) do in these assays?
M4 PAM: -2; IDE inh: -2; M5 antag: -2; CHRM4 antagonist: 0; CHRM4 agonist: 0; CRFBP-R2 agonist: -0.3; CRFR2-BP antag: 2; CHRM5 agonist: 0; CHRM5 PAM: 4

Results for CCOC(=O)C1(C)CCCCN1C(=O)c1ccoc1 (configuration not stated) ?
M4 PAM: 2; M5 antag: -2; CHRM4 antagonist: -3; CHRM4 agonist: 1; CHRM5 agonist: 2; CHRM5 PAM: 2

What do the screens show for `O=C(Nc1ccc(Cl)cn1)c1cccnc1`?
M4 PAM: 2; IDE inh: 5; M5 antag: -6; CHRM4 antagonist: -6; CHRM4 agonist: 1; CRFBP-R2 agonist: 0.0; CRFR2-BP antag: 11; CHRM5 agonist: 1; CHRM5 PAM: 1

What do the screens show for `O=C(O)C1C2CC2CN1C(=O)c1ccc(Cl)cc1Cl` (configuration not stated)?
M4 PAM: 2; IDE inh: -4; M5 antag: -19; CHRM4 antagonist: -17; CHRM4 agonist: 1; CRFBP-R2 agonist: 2.7; CRFR2-BP antag: -9; CHRM5 agonist: 1; CHRM5 PAM: 12

How did COc1ccc(C(C)=O)cc1COC(=O)c1cc(C)nc2ccccc12 do in these assays?
M4 PAM: -1; IDE inh: 0; M5 antag: -5; CHRM4 antagonist: -13; CHRM4 agonist: 4; CRFBP-R2 agonist: -1.6; CRFR2-BP antag: 20; CHRM5 agonist: -2; CHRM5 PAM: -6

Results for COc1ccc(NC2=Nc3ccccc3N[C@@]23C[C@H]2CCCC(=O)N4CC[C@@H](C3)[C@@H]24)cc1 ?
M4 PAM: 6; M5 antag: -1; CHRM4 antagonist: 8; CHRM4 agonist: 2; CRFBP-R2 agonist: 0.7; CRFR2-BP antag: 1; CHRM5 agonist: 1; CHRM5 PAM: 9

Results for COc1ccc(/C=C2/C(=O)N(c3c(F)c(F)c(F)c(F)c3F)N=C2C)cc1 ?
M4 PAM: 0; IDE inh: -2; M5 antag: 3; CHRM4 antagonist: 11; CHRM4 agonist: 1; CRFBP-R2 agonist: 0.4; CRFR2-BP antag: 1; CHRM5 agonist: -3; CHRM5 PAM: -2

How did COc1ccc(NS(=O)(=O)/C=C/c2ccc(OC)c(OC)c2)cc1 do in these assays?
M4 PAM: 3; IDE inh: 6; M5 antag: 2; CHRM4 antagonist: -19; CHRM4 agonist: 6; CRFBP-R2 agonist: -0.4; CRFR2-BP antag: -8; CHRM5 agonist: 2; CHRM5 PAM: -4

From PubChem BioAssay
